Assay outcomes as filed in PubChem.
MITF primary: inhibitors of human MITF. O75030. AlphaScreen MITF homodimerization, bead proximity signal. inhibition, % at 2.6 µM. 0.91% of 650,000 active; in the data active means inhibition above about 50%;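 further: 0% = vehicle wells with protein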
Target sequence (O75030 whole entry, looked up): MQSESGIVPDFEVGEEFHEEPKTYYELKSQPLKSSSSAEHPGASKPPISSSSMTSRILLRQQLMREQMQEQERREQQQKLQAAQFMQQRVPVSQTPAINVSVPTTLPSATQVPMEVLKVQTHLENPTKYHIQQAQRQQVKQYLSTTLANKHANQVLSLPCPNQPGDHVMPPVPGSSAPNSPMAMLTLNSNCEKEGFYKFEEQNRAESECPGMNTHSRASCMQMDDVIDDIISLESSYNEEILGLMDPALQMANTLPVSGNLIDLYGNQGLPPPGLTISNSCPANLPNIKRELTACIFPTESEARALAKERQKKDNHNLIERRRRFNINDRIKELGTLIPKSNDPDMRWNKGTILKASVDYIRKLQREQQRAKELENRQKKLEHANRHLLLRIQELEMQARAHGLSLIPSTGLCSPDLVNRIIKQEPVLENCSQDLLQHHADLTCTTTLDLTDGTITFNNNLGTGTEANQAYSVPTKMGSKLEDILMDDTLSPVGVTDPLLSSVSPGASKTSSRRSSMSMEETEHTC
GPR151 ag: activates the human receptor GPR151 | PathHunter beta-arrestin GPR151 cells, luminescence | activation, % at 11.2 µM | 1% of 650,000 active; in the data active means activation above about 4.9%;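 further: 0% = median of compound wells and 100% = cells with positive control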
Target sequence (Q8TDV0 whole entry, looked up): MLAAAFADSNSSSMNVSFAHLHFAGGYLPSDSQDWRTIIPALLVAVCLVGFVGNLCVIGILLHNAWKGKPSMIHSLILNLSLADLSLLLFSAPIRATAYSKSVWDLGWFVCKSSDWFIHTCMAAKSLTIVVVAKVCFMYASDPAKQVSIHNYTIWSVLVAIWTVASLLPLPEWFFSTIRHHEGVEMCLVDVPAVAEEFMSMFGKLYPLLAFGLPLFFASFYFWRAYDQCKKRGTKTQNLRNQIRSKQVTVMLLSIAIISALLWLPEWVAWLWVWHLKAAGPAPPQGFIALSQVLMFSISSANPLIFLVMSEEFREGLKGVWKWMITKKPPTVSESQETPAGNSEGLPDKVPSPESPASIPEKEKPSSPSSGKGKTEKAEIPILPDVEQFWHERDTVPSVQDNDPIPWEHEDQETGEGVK
FBW7 act: human FBW7 E3 ligase activation, primary screen. AlphaScreen FBW7–phospho-cyclin E peptide binding, activator screen. normalized activity (activation), % at 26.1 µM. 0.13% of 650,000 active. AID 1259310; in the data active means normalized activity above about 1.9%;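 further: purified mutant Fbw7 with reduced substrate affinity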
TEAD-YAP inh: TEAD-YAP interaction inhibition; HEK-TIYL cells, TEAD-Gal4/YAP UAS-luciferase luminescence; inhibition, % at 9.12 µM; 1.4% of 640,000 active; in the data active means inhibition above about 32%;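 further: 0% = median of test compound wells and 100% = reference inhibitor wells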
* = called active by the depositor. Compounds as they come. Share with any hit: about 3.5%.

SMILES	MITF primary	GPR151 ag	FBW7 act	TEAD-YAP inh
CCCNC(=O)c1nn2c(C(F)(F)F)cc(-c3ccccc3)nc2c1Br	9	0.4	0.2	-5
COc1ccccc1C(=O)Nc1ccnn1C1CCN(Cc2c(F)cccc2F)CC1	5	-1.2	0.1	10
O=C(Nc1ccc2c(c1)CN(C(=O)CN1CCOC1=O)CC2)c1ccncc1	-3	0.5	0.0	-17
CN1CCN(C(=O)c2ccc3c(=O)n(C4CCCC4)c(=S)[nH]c3c2)CC1	-12	0.7	0.0	-2
Cc1nc(NC(=O)CSc2nc(COc3ccccc3)nc3ccccc23)sc1C	14	0.9	0.1	1
CCOc1ccc(CN2C(=O)CCC2(C)C(=O)NC2CCCC(C)C2C)cc1OC (centres undefined)	12	0.6	0.8	4
COc1cc(C=O)cc(OC)c1OCc1cccc(F)c1	13	-1.0	1.0	-9
COCCOC(=O)C1=C(C)NC2=C(C(=O)CC(C)(C)C2)C1c1cc(OC)c(OC)c(OC)c1 (centres undefined)	17	0.6	0.7	0
CC(OC(=O)c1ccc(NC(N)=O)cc1)C(=O)Nc1ccc(Cl)cn1 (centres undefined)	5	0.7	0.0	2
O=S(=O)(NCc1ccc(F)cc1)c1ccccc1	11	-0.3	0.7	-5
N#C/C(=C\c1ccccc1[N+](=O)[O-])c1nc(-c2ccccc2)cs1	4	-2.6	0.0	-2
Cc1ccc2[nH]c(=O)c(CN(CCCO)C(=O)Nc3ccc(F)cc3)cc2c1	-5	1.6	-0.1	14
COc1ccc(S(=O)(=O)NCCC(=O)NCC(C)C)cc1	6	0.3	0.0	-8
Cc1ccc(N2C(=O)c3ccc(C(=O)O)cc3C2=O)cc1	8	-0.4	0.1	-3
Cc1cc(C(=O)CCl)c(C)n1-c1cccc(S(=O)(=O)N2CCOCC2)c1	4	0.6	-0.2	0
COc1ccc(C(=O)O)cc1Cn1cccn1	18	1.1	0.3	-17
CN1C(=O)SC(Nc2ccc(F)cc2)C1=O (centres undefined)	16	-0.8	0.1	15
CC1Cc2ccccc2N1CC(=O)Nc1ccccc1C#N (centres undefined)	-15	-0.7	0.1	2
Cc1nn2cnc3sc4c(c3c2nc1=O)CCC(C(C)(C)C)C4 (centres undefined)	-1	7.0*	-0.2	-8
OC[C@H]1O[C@@H](O[C@@H]2OC=C[C@H]3[C@H](O)[C@@H]4O[C@]4(CO)[C@@H]23)[C@H](O)[C@@H](O)[C@@H]1O	17	-1.5	0.0	-9
O=C(N1CCOCC1)N1CCN(CC(O)COc2ccc3ccccc3c2)CC1 (centres undefined)	8	-0.4	-0.1	5
CC(=O)c1cccc(-c2ccc(C(=O)NCCO)s2)c1	6	1.6	-0.1	-6
Cc1ccc(N(C(C)C(=O)Nc2c(C)cccc2C)S(C)(=O)=O)cc1 (centres undefined)	0	-0.7	-0.1	1
CC(C)CCN1CCN(Cc2nc(-c3ccc(F)cc3)cs2)CC1CCO (centres undefined)	4	2.0	0.4	2
O=C(N/N=C/c1cccc(Cl)c1)C1COc2ccccc2O1 (centres undefined)	0	-0.8	0.3	-4
CC12CC(NC(=O)N1c1cccc(C(=O)NCc3ccco3)c1)c1ccccc1O2 (centres undefined)	23	-0.1	1.3	-7
Cc1ccc(C)c(S(=O)(=O)n2ccnc2C(C)C)c1	-7	-1.2	0.1	10
O=C(NCCc1ccccn1)C1CC12CCN(Cc1cnc(-c3ccccc3)s1)CC2 (centres undefined)	-22	0.0	0.1	-1
CC(C)(C)NC(=O)COC(=O)c1ccc(Br)cc1	0	-0.2	0.2	11
Cc1cc(C)nc(N2CCC(S(=O)(=O)c3ccc(-c4ccco4)cc3)CC2)n1	6	0.2	0.1	-3
CC(C)(C)NC(=O)NC(=O)COc1ncnc2scc(-c3ccc(Cl)cc3)c12	-2	-0.7	0.1	4
Cc1nnc(SCC(=O)NNC(=O)c2ccc(Cl)cc2)n1CC1CCCO1 (centres undefined)	7	-0.8	0.1	-4
Cc1ccc(C)c(C(=O)N(C)CC(=O)Nc2ccc(F)c(F)c2F)c1	2	-0.1	-0.1	2
C=CCO[C@H]1[C@H](NC(=O)C2CC2)c2ccccc2C12CCN(C(=O)c1cscn1)CC2	-12	-0.3	0.1	1
O=C(COC(=O)/C=C/c1ccccc1)COC(=O)/C=C/c1ccccc1	3	-2.3	-0.1	3
COc1ccc(CCNc2nc(-c3csc4ccccc34)nc3c2ncn3C2CCCCC2)cc1	7	0.5	0.0	12
Cc1cccc(Cc2n[nH]c(=O)c3ccccc23)n1	6	0.4	0.0	12
CCN(CC)C(=O)C(=O)Nc1ccc(I)cc1	0	-1.8	0.6	-11
O=C(CCNS(=O)(=O)c1cccc(C(F)(F)F)c1)OCc1nc2ccccc2s1	-2	-1.7	0.7	10
Cc1ccc(N=C2NC(=O)/C(=C\c3ccc(-c4cc([N+](=O)[O-])ccc4C)o3)S2)c(C)c1	2	-0.1	-0.2	-5
OC(CN1CCCC1)Cn1c2ccc(Br)cc2c2cc(Br)ccc21 (centres undefined)	13	-1.7	0.7	1
Cc1ccc(CN2CCN3C(=O)[C@H](CCCCN)NC(=O)[C@H]3C2)c(C)c1	4	2.1	-0.1	1
Cc1cc2c(o1)c1cnn(CC(=O)N(Cc3ccccn3)C3CC3)c(=O)c1n2C(C)C	3	2.1	0.0	-28
CC(=O)Nc1ccc(C(=O)Nc2cc(C(F)(F)F)ccc2Cl)cc1	5	1.6	0.2	-8
COc1ccccc1C(=O)NNC(=O)CCC(=O)O	-11	-0.9	0.1	-8
c1ccc(-c2nc(N3CCCCC3)cc(-n3cccn3)n2)cc1	5	1.3	0.0	11
Cc1cc(NCCN(C(C)C)C(C)C)nc(-c2csc3ccccc23)n1	-3	-0.7	-0.1	4
COc1ccc(CCNC(=O)C(=O)Nc2ccccc2F)cc1	-7	-0.7	0.0	-4
CN(CCN(C)/N=C/c1ccc(O)cc1O)/N=C/c1ccc(O)cc1O	-10	-1.3	-0.3	-7
CC1(c2cccc(Cc3cccc(C4(C)CCCCC4)c3O)c2O)CCCCC1	12	-1.7	-0.1	6
CCOC(=O)c1c(NC(=O)Nc2ccc3ccccc3c2)sc2c1CCCC2	7	-1.2	0.1	7
Cc1cc(C)c(C(=O)/C=C/c2cccs2)c(=O)[nH]1	6	0.4	0.1	11
O=C(NCc1ccccc1)NC1(C(=O)NCc2ccncc2)CCCCC1	-3	-0.1	-0.2	6
CCOC(=O)C1=C(C)N=c2s/c(=C\c3ccc(-c4cccc([N+](=O)[O-])c4)o3)c(=O)n2C1c1ccc2c(c1)OCO2 (centres undefined)	-16	0.6	0.1	1
NNC(=O)COc1cccc(Oc2ccccc2)c1	5	0.2	0.0	13
CCCCn1c(CNC(=O)c2cccs2)nnc1SC(C)C(=O)Nc1sc2c(c1C(=O)OCC)CCCCC2 (centres undefined)	-8	-0.9	0.6	-7
CSc1ccc(C(=S)N2CCN(CCO)CC2)cc1	-2	0.0	-0.1	-18
CCCC(=O)N1CCN(c2ccc(NC(=O)c3cc4ccccc4o3)cc2)CC1	-4	-2.1	-0.2	-12
CN1C(C)(C)CC(NC(=O)Nc2ccccc2)CC1(C)C	14	0.5	0.0	-3
CCc1c(C)nc(SCc2ccccc2C)c(C#N)c1C	-8	-0.7	0.0	-5
Remaining list, next part:
SMILES	MITF primary	GPR151 ag	FBW7 act	TEAD-YAP inh
COC(=O)C1=C(C)Nc2ncnn2C1c1ccc(Br)s1 (centres undefined)	10	-0.1	0.1	3
CCCN(CCC)C(=O)c1c[nH]c2ccc(S(=O)(=O)N(C)c3ccccc3OCC)cc2c1=O	-1	-1.5	0.1	1
O=C(CCS(=O)(=O)c1ccc(Cl)cc1)N1CCN(c2ccc([N+](=O)[O-])cc2)CC1	16	-0.2	0.1	-4
NC(=O)c1c(NC(=O)c2ccc(S(=O)(=O)N3CCOCC3)cc2)sc2c1CCCCC2	3	-0.3	-0.1	6
COc1cc(CNc2nc3ccccc3[nH]2)cc(OC)c1OC	-1	-1.1	0.1	-8
CCOC(=O)c1cnc2cc(C(F)(F)F)ccc2c1NCC1COc2ccccc2O1 (centres undefined)	1	-1.1	-0.1	-29
O=C(CSc1nnc(C2CCCCC2)o1)N1CCCCC1	14	0.0	1.4	6
COC(=O)CCCC(=O)N1CCC(CCC(=O)Nc2cccc(OC)c2)CC1	2	-0.7	0.0	-13
O=C(NC(=S)NC1CC1)c1ccco1	-6	-2.5	-0.2	-7
COc1ccc(-c2csc(-c3cc4cccc(OC)c4oc3=O)n2)cc1	-3	-1.0	0.5	10
CCOC(=O)c1ccc(OCC2c3cc(OC)c(OC)cc3CCN2C(=O)c2ccc(OC)cc2)cc1 (centres undefined)	19	-0.3	0.1	5
O=C(Cc1cn(-c2ccc(Nc3ccc(-n4ccnc4)cc3)nn2)c2ccccc12)NCCOc1ccccc1	1	0.4	0.0	22
N#C/C(=C\c1c(F)cccc1Cl)C(=O)Nc1sc2c(c1C(N)=O)CCCC2	20	-0.2	0.1	-4
COc1ccc(C(=O)N/C(=C/c2cccc([N+](=O)[O-])c2)C(=O)Nc2cccc(F)c2)c(Cl)c1	-9	-0.5	-0.1	-6
Fc1cccc(Cl)c1Cc1noc(-c2cccc(Br)c2)n1	7	-0.3	0.4	1
O=C(c1ccc(Cl)cc1Cl)N1CCOCC1	-2	1.6	-0.1	-10
CCOC(=O)c1c(NC(=O)c2ccnn2C)sc(C)c1C	-6	-0.2	0.1	10
CCCCOc1ccc(C(=O)Nc2ccc3oc(-c4ccc(F)cc4)nc3c2)cc1	-8	-0.2	0.0	-13
CCCCN(C)CCC(=O)Nc1cccc(F)c1	-5	0.2	-0.1	-3
COc1ccc(C(=O)CC2(O)C(=O)Nc3ccccc32)cc1OC (centres undefined)	-1	-0.3	0.2	-8
CCc1ccc(-c2nc3cc(NC(=O)COc4ccc(OC)cc4)ccc3o2)cc1	7	0.4	0.0	-21
O=[N+]([O-])c1ccc(CSc2ncnc3c2ncn3C2OC(CO)C(O)C2O)cc1 (centres undefined)	10	0.0	-0.1	-13
Cc1nc2c(cc(O)c3sccc32)s1	12	-0.4	0.2	1
COCCCNC(=O)C1c2ccccc2C(=O)N(CC(C)C)C1c1cccs1 (centres undefined)	5	-0.5	-0.1	4
COc1ccc(C2CC(=O)c3cnc(NC(C)=O)nc3C2)cc1 (centres undefined)	21	-2.2	0.2	1
O=C(CSc1ccc(-c2ccc3c(c2)OCO3)nn1)NC1CCCC1	-14	0.3	-0.3	4
CN(C)CC(C)(O)c1ccc2c(c1)CN(C(=O)c1ccc(-c3ccco3)cc1)CCO2 (centres undefined)	4	0.3	0.0	1
Cc1cccc(NC(=O)CS(=O)c2ncc(-c3ccc(Cl)cc3)n2C)c1C (centres undefined)	10	0.0	0.4	-6
CCOc1ccc(C(=O)Nc2ccc(Br)cc2C(=O)O)cc1Cl	1	-0.8	0.1	1
CCc1ccc(C(=O)NCCOC)s1	-2	1.0	-0.1	-5
N#Cc1c(Cl)nc(N/N=C/c2ccncc2)c(Cl)c1Cl	10	-0.5	-0.2	22
O=c1c2sc(=S)n(CCc3ccccc3)c2nc(SCc2cc(=O)n3cc(Cl)ccc3n2)n1Cc1ccco1	-2	1.3	-0.1	-2
Cc1cnc(-c2ccccc2)nc1NCCN1CCOCC1	-13	-2.9	0.1	-4
Cc1cccc(C(=O)Nc2nc3c(s2)C(=O)CC(C(=O)N2CCCN(C)CC2)C3)c1C (centres undefined)	7	1.0	-0.1	1
COc1cc2c(cc1Cl)SC(C)C(=O)N2Cc1ccc(NC(C)=O)cc1 (centres undefined)	2	2.2	-0.2	7
O=C(CSc1nc2c(c(=O)[nH]1)CCC2)Nc1ccc(F)cc1F	4	-1.0	-0.4	-3
CC1=Nc2ccccc2/C1=C/c1sc(=S)[nH]c1O	8	-0.4	-0.1	5
CCCCC(=O)Nc1ccccc1OCC	-8	-1.0	0.3	1
CCN(CC)S(=O)(=O)c1ccc(F)c(C(=O)Nc2ccc(C)c(C)c2)c1	7	0.9	0.1	-66
CCOC(=O)c1[nH]c(C)c(C(=O)N(C)CCC#N)c1C	15	-0.3	0.2	8
